Bcl-xL primary – inhibitors of human Bcl-xL; GST-Bcl-xL / FITC-Bim BH3 peptide fluorescence polarization; inhibition, % at 10.9 µM; actives 0.7% (n = 320,000); AID 2129;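 active = inhibition above the mean of all tested compounds plus 3 SD, cutoff set per campaign, cut at about 30% in these data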;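 also: 0% = DMSO wells and 100% = unlabeled Bim-BH3 peptide competitor; inhibitors lower millipolarization by displacing the labeled peptide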
Target sequence (Q07817 whole entry, looked up): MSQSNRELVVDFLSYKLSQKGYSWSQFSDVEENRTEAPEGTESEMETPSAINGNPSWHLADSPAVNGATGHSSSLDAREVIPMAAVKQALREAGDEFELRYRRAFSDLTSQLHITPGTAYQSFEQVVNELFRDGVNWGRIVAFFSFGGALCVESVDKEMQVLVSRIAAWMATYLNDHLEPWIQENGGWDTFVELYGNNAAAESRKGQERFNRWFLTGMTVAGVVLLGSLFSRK
GLD-1 RNA inh – GLD-1-TGE RNA interaction inhibition (C. elegans); inhibition, % at 5.96 µM; AID 2280; actives 0.44% (n = 320,000); purified GLD-1 + fluorescein TGE RNA, fluorescence polarization;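 active = percent inhibition above a per-plate cutoff, the plate mean of test compounds plus 3 SD, cut at about 30% in these data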;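 also: 0% = DMSO wells with GLD-1 and probe and 100% = wells lacking GLD-1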
Target sequence (Q17339 whole entry, looked up): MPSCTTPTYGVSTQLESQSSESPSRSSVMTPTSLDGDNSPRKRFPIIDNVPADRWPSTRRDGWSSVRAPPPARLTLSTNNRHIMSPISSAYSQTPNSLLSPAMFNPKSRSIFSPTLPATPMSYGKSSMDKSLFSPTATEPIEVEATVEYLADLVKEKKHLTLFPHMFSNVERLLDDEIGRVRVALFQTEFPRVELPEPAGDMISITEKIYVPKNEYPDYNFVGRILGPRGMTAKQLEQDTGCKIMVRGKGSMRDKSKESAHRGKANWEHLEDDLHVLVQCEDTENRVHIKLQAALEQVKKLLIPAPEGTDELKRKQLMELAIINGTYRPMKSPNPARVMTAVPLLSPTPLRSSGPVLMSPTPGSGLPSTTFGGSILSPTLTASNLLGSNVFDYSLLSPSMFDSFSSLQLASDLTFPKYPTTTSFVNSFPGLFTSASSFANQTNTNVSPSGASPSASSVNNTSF
MCL1 BIM primary – MCL1-BIM-BH3 interaction inhibition (human); AID 2057; inhibition, % at 10.9 µM; Q07820; GST-MCL1 / FITC-Bim-BH3 fluorescence polarization; actives 0.68% (n = 320,000);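 active = inhibition above the mean inhibition of all tested compounds plus 3 SD, set per campaign, cut at about 40% in these data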;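 also: 0% = DMSO wells and 100% = unlabeled Bim-BH3 peptide control; higher means more loss of mP so more displacement of Bim peptide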
Target sequence (Q07820 whole entry, looked up): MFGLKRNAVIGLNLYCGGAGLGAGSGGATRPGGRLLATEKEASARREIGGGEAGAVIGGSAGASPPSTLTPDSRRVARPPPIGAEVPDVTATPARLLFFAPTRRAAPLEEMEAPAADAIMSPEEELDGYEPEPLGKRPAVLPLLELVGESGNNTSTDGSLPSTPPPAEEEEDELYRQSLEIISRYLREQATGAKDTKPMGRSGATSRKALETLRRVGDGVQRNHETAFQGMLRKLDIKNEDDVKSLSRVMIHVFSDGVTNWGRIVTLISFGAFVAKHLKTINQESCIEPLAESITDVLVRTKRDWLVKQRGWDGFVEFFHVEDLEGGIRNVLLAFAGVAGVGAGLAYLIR
VLA-4 inh – inhibition in a human VLA-4 binding assay; P13612; VLA-4 expressing cells, ligand binding flow cytometry; inhibition, % (about 7 µM as worked out from the volumes in the protocol); actives 0.2% (n = 330,000); AID 2557; in the data active = inhibition above about 50%
AGP1-GFP MLPCN – modulators of TOR pathway AGP1-GFP in S. cerevisiae; S. cerevisiae AGP1-GFP multiplex flow cytometry, 3 h; GFP as percent of DMSO wells; AID 2066; GFP response vs DMSO, % at 10 µM; actives 0.02% (n = 320,000);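 active = GFP response relative to DMSO above a set limit, near screen average plus 3 SD, cut at about 150% in these data; inconclusive = fewer than 70 cells counted for the yeast strain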;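 also: median GFP channel fluorescence of the gated AGP1 strain per well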
Fam108B inh – counter-screen for RBBP9 inhibitors: inhibitors of mouse Fam108B. recombinant Fam108B, FP-Rh probe fluorescence polarization. inhibition, % at 9.51 µM. actives 0.33% (n = 300,000). AID 1947;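 active = inhibition above the screen mean inhibition plus 3 SD, computed separately per campaign, cut at about 18% in these data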;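 also: inhibitors lower polarization as less probe binds the enzyme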
GRK2 aptamer HTS – blocks RNA aptamer binding to human GRK2; P25098; bead flow cytometry, FAM-aptamer displacement from GRK2; inhibition of aptamer binding, % at 10 µM; actives 0.59% (n = 330,000);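 active = inhibition of aptamer binding above 40%, roughly 3 SD of noise, on plates passing a quality check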;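 also: median bead fluorescence of bound FAM aptamer so fluorescent compounds give negative values; no value below 0 was filed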
CIT2-GFP yeast – yeast TOR pathway CIT2-GFP modulation. S. cerevisiae CIT2-GFP strain, flow cytometry, 3 h; 100 means same as DMSO wells. actives 0.065% (n = 320,000). GFP response vs DMSO, % at 10 µM;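 active = GFP response relative to DMSO above a set limit, near the screen mean plus 3 SD, cut at about 150% in these data; inconclusive = Fewer than 70 cells measured for a yeast strain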;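 also: ratio of well median GFP fluorescence to mean of DMSO wells on the plate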
MEX-5 binding – C. elegans MEX-5 TCR-2 RNA binding activity. Q9XUB2. MEX-5/FITC-TCR2 RNA binding, fluorescence polarization; stronger effect = lower value. activity score (negative = inhibition of binding), % at 10 µM. actives 0.38% (n = 300,000);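 active = inhibition past about -25% in most replicates, and total fluorescence under double the plate's negative control median, limit read from the data; inconclusive = replicates evenly split on the limit, or fluorescence at least double controls; inactive = too little inhibition in most replicates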;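 also: 0% = DMSO and -100% = 5 µM competing unlabeled TCR2 RNA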
Active calls of the source: *; i = inactive; ? = inconclusive; . = not tested or not shown.

No.	Compound	Bcl-xL primary	GLD-1 RNA inh	MCL1 BIM primary	VLA-4 inh	AGP1-GFP MLPCN	Fam108B inh	GRK2 aptamer HTS	CIT2-GFP yeast	MEX-5 binding
1	COc1ccc(CNC(=O)COC(=O)/C=C/c2ccc(Cl)cc2)cc1	4	-5	7	5	95	-2	2	87	1.1
2	O=C(CN1C(=O)c2ccccc2S1(=O)=O)c1cccc(Br)c1	2	-1	-3	1	88	-2	0	.	1.8
3	Cc1ccc(CNC(=O)Cn2cnc3c(OCc4ccccc4)ncnc32)o1	.	-1	.	11	96	.	9	95	.
4	Cn1cccc1/C=N/NC(=O)Cc1cccc2ccccc12	0	0	-14	9	98	0	0	96	2.3
5	Cc1cccc(-n2c(SCC(=O)NCc3ccco3)nc3ccccc3c2=O)c1	3	4	0	4	96	3	0	91	-2.4
6	Cc1[nH]c2ccccc2c1/C=N/Nc1ccc([N+](=O)[O-])cc1S(=O)(=O)Nc1ccc(Cl)cc1	-1	-6	-5	0	103	-5	0	98	2.5
7	O=C(CC1C(=O)NCCN1Cc1ccccc1C(F)(F)F)NCCn1cccn1 (stereo unspecified)	6	0	5	10	111	-3	1	109	-0.5
8	Cc1cc(C)c(C)c(S(=O)(=O)N2CCN(C(=O)c3ccccc3OCc3c(C)noc3C)CC2)c1C	-3	-1	-3	-11	94	.	0	94	.
9	CCOC(=O)Cc1csc(-n2sc3ccccc3c2=O)n1	-4	-1	6	2	92	-2	0	85	-2.5
10	O=C(CN1CCN(c2ccccc2O)CC1)Nc1cc([N+](=O)[O-])ccc1Cl	2	4	5	-18	99	0	0	99	-0.2
11	CCN(CC(=O)Nc1ccc(OC)c(OC)c1)S(=O)(=O)c1ccc(C)cc1	0	1	10	6	111	-4	3	105	-1.2
12	Cc1[nH]c(C)c(S(=O)(=O)NCc2ccc(N(C)C)cc2)c1C(=O)N1CCCC1	-1	0	7	13	97	0	0	101	-0.7
13	Cc1ccc(NC(=O)CN(C)C(=O)c2cc(-c3ccco3)nc3ccccc23)cc1	8	8	15	0	102	0	83*	99	1.6
14	COc1ccc(/C=C2\SC(=O)N(CC(=O)NC3C=CS(=O)(=O)C3)C2=O)cc1 (stereo unspecified)	2	-5	2	5	94	1	0	95	0.3
15	C/C(=N\NC(=O)c1nnn(-c2nonc2N)c1-c1ccc2c(c1)OCO2)c1ccc(C)cc1	0	-2	3	3	97	1	4	96	-0.2
16	Cn1c(=O)oc2cc(S(=O)(=O)Nc3ccc(Cl)cc3F)ccc21	1	5	1	7	106	0	0	103	0.8
17	CC(=O)N(C)c1cccc(-c2ccc3nnc(C)n3n2)c1	7	-5	10	9	98	3	0	101	-3.9
18	COc1ccc(N(CC(=O)NN=C2CCCCCCC2)S(=O)(=O)c2ccccc2)cc1Cl	-1	-6	7	15	94	-4	0	94	-0.3
19	CCOc1ccc2[nH]c(=O)c(CN(CCN3CCCC3)C(=S)Nc3ccccc3OC)cc2c1	4	1	7	2	92	-4	0	93	2.5
20	Cc1[nH]n(-c2nc(-c3cccc([N+](=O)[O-])c3)cs2)c(=O)c1C	3	-3	-6	-4	91	9	2	86	2.0
21	COC(=O)c1sc(N)c(C(=O)OC)c1COC(=O)[C@@H](NS(=O)(=O)c1cccc(Cl)c1)C(C)C	0	-1	-16	14	108	3	8	111	-1.5
22	COc1cccc(C(=O)NCCCNC(=O)c2ccco2)c1	-3	-3	-2	2	100	0	0	105	-3.5
23	O=C1c2ccccc2C(=O)N1CCc1nc2ccccc2c(=O)n1Cc1ccco1	0	-1	-1	18	95	5	1	106	0.6
24	Cc1ccc(Cn2nc(C)c(NC(=O)C3CC3)c2C)cc1	3	-3	-3	3	99	0	4	93	-0.4
25	COc1ccc(C(=O)C[n+]2ccccc2/C=N/O)cc1	6	-7	10	-3	93	5	2	106	-1.6
26	COc1ccc2sc(-c3ccccc3OC)c(-c3ccc(O)cc3)c2c1	5	-5	1	5	93	.	0	94	.
27	CCOC(=O)C1CCCN(S(=O)(=O)c2ccc(C)cc2)C1 (stereo unspecified)	3	1	6	-3	93	1	0	94	2.0
28	CCN(CC)c1ccc(/C=c2\sc3nnc(-c4ccccc4Cl)n3c2=O)cc1	-117	-74	-176	i	107	0	0	116	?
29	Cn1c2ccc(F)cc2c2ncn(CCCN(CCO)CCO)c(=O)c21	7	7	6	12	100	1	0	98	-2.0
30	C(=Nc1ccc(N2CCOCC2)cc1)c1c[nH]c2ccccc12	7	-2	1	-11	102	3	0	95	0.2
31	CCc1ccccc1N1C(=O)C2C3CC(=O)C(c4ccccc43)C2C1=O (stereo unspecified)	0	-1	-2	21	91	1	0	100	0.4
32	CC1(C)C(C(=O)O)N2C(=O)C(NC(=O)Cc3ccccc3)C2S1=O (stereo unspecified)	11	-2	7	59*	97	1	1	97	0.2
33	CCOc1ccccc1NC(=O)c1cc(S(=O)(=O)N2CCC3(CC2)OCCO3)ccc1F	3	10	2	2	98	0	3	97	0.4
34	O=C(Cc1cccc2ccccc12)N/N=C/c1ccc(F)cc1	0	5	2	11	111	3	0	96	-0.8
35	O=c1[nH]c(SCc2ccccc2Cl)nc2[nH]ncc12	3	8	0	-3	110	-1	9	108	1.7
36	CCc1nc2ccccc2n1CC(=O)OCC(=O)N(CC(C)C)c1c(N)n(Cc2ccccc2)c(=O)[nH]c1=O	-13	7	-18	21	121	-2	1	109	0.8
37	Cc1ccc(C)c(C(=O)Nc2nc3ccccc3[nH]2)c1	-4	2	-8	4	93	2	3	101	-0.9
38	Cc1oc2c(C)c3oc(=O)c(CCC(=O)O)c(C)c3cc2c1-c1ccccc1	18	4	4	3	98	1	5	110	-1.4
39	COCCn1c(SCC(=O)Nc2ccccc2F)nc2c(c1=O)SCC2	2	-1	1	4	96	-4	0	95	-0.4
40	CSc1ncccc1C(=O)Nc1cccc(S(=O)(=O)N2CCCCC2)c1	-4	4	-3	3	99	.	0	99	.
41	O=C(Oc1cccc(C(=S)N2CCOCC2)c1)c1ccccc1	6	-1	8	-1	97	-1	0	100	-0.4
42	O=C(NCC1CCCO1)c1cc(Br)c(Br)s1 (stereo unspecified)	-2	11	-4	2	99	-10	2	101	0.5
43	Cn1c(C(=O)N2CCN(C(=O)c3ccco3)CC2)cc2c(=O)n(C)c3ccccc3c21	4	6	2	-2	106	3	1	98	-0.3
44	O=C(COC(=O)C1COc2ccccc2O1)Nc1cccc(F)c1 (stereo unspecified)	3	-2	2	10	97	.	0	102	.
45	Cc1ccsc1C1Nc2ccccc2C(=O)N1O (stereo unspecified)	-3	7	-3	31	102	1	0	99	0.0
46	Cc1cc(C)c([C@@H]2C[C@H]3CN(C4CCCC4)C(=O)[C@]34CCCN24)c(-n2cccn2)c1	34*	25	29	7	93	1	0	88	-21
47	COc1cc(CC(=O)OCC(=O)c2ccc[nH]2)cc(OC)c1OC	.	-4	.	-27	102	.	0	117	.
48	O=C(Nc1ccc(S(=O)(=O)Nc2ccccn2)cc1)c1cccc(Cl)c1	7	-1	11	11	102	1	0	109	-0.9
49	COC(=O)Cn1c(CN(Cc2ccccc2)Cc2ccccc2)nc2c1c(=O)[nH]c(=O)n2C	3	4	4	4	102	2	1	100	0.6
50	CC(C)N(Cc1ccccc1)C(=S)Nc1ccc(F)cc1	3	-3	4	5	105	-5	22	107	-2.6
51	Cc1sc2ncnc(SCC(=O)NNC(=O)c3ccco3)c2c1C	4	4	9	4	100	2	3	103	0.4
52	COC(=O)CSc1ccc2nnc(CCNS(=O)(=O)c3ccc(C)cc3)n2n1	-1	-4	1	2	95	-4	5	94	-1.3
53	CCCN1CCN(C(=O)c2ccc(Sc3ccc(C)cc3)c(NC(C)=O)c2)CC1	2	-1	8	0	96	4	0	95	-1.0
54	CC1CCCN(C(=O)NC(=O)c2ccc(Cl)cc2)C1 (stereo unspecified)	3	3	6	-5	93	4	0	112	0.0
55	O=C(Nc1nc(-c2cc3ccccc3o2)cs1)c1ccc(S(=O)(=O)N2CCCC2)cc1	0	3	-1	40	100	-5	0	104	1.3
56	CCOc1ccc(-c2nnn(CC(=O)NCc3ccccc3)n2)cc1	9	-3	5	4	.	-1	2	91	-1.8
57	Cc1ccc(NC(=S)N(CCCN2CCCC(C)C2)Cc2ccco2)cc1C (stereo unspecified)	2	-6	-1	-4	97	-4	0	90	4.0
58	Cc1ccc(-n2nnnc2SCC(=O)Nc2cccc(NC(=O)c3ccco3)c2)cc1C	-2	-5	3	-4	100	-15	1	106	0.5
59	COc1ccc(-n2c(C)cc(=O)c3c2CC(C)(C)CC3=O)cc1	1	0	-4	6	94	-2	2	87	1.0
60	Cc1cc(CCCCCCCCc2cc(C)cc(=O)o2)oc(=O)c1	1	1	-4	6	96	2	3	92	0.3

Going on with the list.
No.	Compound	Bcl-xL primary	GLD-1 RNA inh	MCL1 BIM primary	VLA-4 inh	AGP1-GFP MLPCN	Fam108B inh	GRK2 aptamer HTS	CIT2-GFP yeast	MEX-5 binding
61	Cc1ccc(Oc2ccc(OCC(=O)NC(CC(C)C)C(=O)O)cc2)cc1 (stereo unspecified)	12	-4	7	-6	101	-7	3	103	-0.7
62	CC(=O)C1=C(c2ccccc2)NC(=S)NC1c1ccc(O)c(O)c1 (stereo unspecified)	6	-1	22	-26	103	-2	0	102	-12
63	NC1=NC(=O)/C(=C/c2ccc(OCC(=O)O)cc2)S1	.	.	.	9	103	.	3	96	3.4
64	Cn1c(CN2CCOCC2)nnc1SCc1ccc(C#N)cc1	3	14	-7	7	99	0	3	101	-0.4
65	CCCNC(=O)N1CCN(Cc2ccco2)CC1	7	4	-1	4	98	0	35	104	-1.5
66	COc1ccccc1N1CCN(C2CCCN(C(=O)c3cscn3)C2)CC1 (stereo unspecified)	1	4	-3	8	112	7	2	109	1.6
67	CN(C)S(=O)(=O)c1ccc2c(c1)C(CC(=O)O)OC2=O (stereo unspecified)	10	3	6	3	103	-2	3	104	0.4
68	O=C1C2C3C=CC(CC3)C2C(=O)N1c1ccc(Cl)cc1 (stereo unspecified)	-1	-2	1	1	122	0	4	63	-0.7
69	COc1ccc(/C=N/NC(=O)c2cccnc2)cc1COc1ccc(NC(C)=O)cc1	4	2	0	6	106	1	2	91	-0.4
70	Cc1cc(Br)cc2c1NC(=O)C2(O)CC(=O)c1ccco1 (stereo unspecified)	3	7	0	38	94	0	0	95	0.4
71	COc1ccc(CN2CCN(S(=O)(=O)c3ccc(F)cc3)CC2)c(OC)c1OC	-4	-4	-7	30	94	-1	1	.	-0.5
72	Cc1nnc(SCC(=O)NCC2CCCO2)n1Cc1ccccc1 (stereo unspecified)	.	4	.	-307	112	.	0	113	.
73	COc1ccc(C(c2sc3nc(C)nn3c2O)N2CCC(O)CC2)cc1OC (stereo unspecified)	3	-2	6	-19	109	2	2	122	3.3
74	CC(C)C1Nc2ccc(S(N)(=O)=O)cc2C2C=CCC21 (stereo unspecified)	20	11	20	-33	106	5	1	114	-9.8
75	CCN(CC)S(=O)(=O)c1cc(NC(=O)CSc2nccn2C)ccc1C	0	0	1	5	102	-1	0	95	1.2
76	CN(C)C(=O)/C(=C\c1cccc(Oc2ccccc2)c1)NC(=O)c1ccccc1	8	2	2	-11	99	10	4	106	0.1
77	O=C(COC(=O)C1CCN(S(=O)(=O)c2ccc3c(c2)OCCO3)CC1)Nc1cccc2ccccc12	-1	3	-4	0	102	4	3	104	-5.0
